N370S GC mod – N370S glucocerebrosidase modulation, Gaucher chaperone candidate | P04062 | N370S GC spleen homogenate, 4MU-glucoside fluorescence | Potency, µM (highest dose often 59.4 µM), for inactives: top-dose activity change, negative = inhibition, usual class: inhibitors | 330,000 compounds, 0.092% hits;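 also: 0% = full enzyme activity and -100% = no enzyme basal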
DT40 TDP1 no CPT – qHTS for Inhibitors of human tyrosyl-DNA phosphodiesterase 1 (TDP1): qHTS in cells in absence of CPT. DT40 Tdp1-/- hTDP1 cells, no CPT, ATP luminescence, 48 h. AID 686978, 2013. Potency, µM (series often up to 46.2 µM), inactives show at the top dose activity change, negative = growth inhibition, most hits filed as inhibitors. 420,000 compounds, 15% hits; also: nearly all actives have a fitted effect of over 55% in size
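Chicken DT40 Tdp1-/- cells stably complemented with human TDP1 were seeded at 400 cells/well with DMSO in place of 20 nM camptothecin. After compound pinning, cells grew at least 48 hr at 37 °C; viability read by CellTiter-Glo luminescence.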
TDP1 inh – inhibitors of human tyrosyl-DNA phosphodiesterase TDP1. Potency, µM (series often up to 130 µM), for the others: top-dose activity change, negative = inhibition, actives largely listed as inhibitors. 350,000 compounds, 0.28% hits. Q9NUW8. AID 485290. recombinant TDP1, AlphaScreen DNA substrate cleavage; also: nearly all actives have a fitted effect of over 40% in size
Target sequence (Q9NUW8 whole entry, looked up): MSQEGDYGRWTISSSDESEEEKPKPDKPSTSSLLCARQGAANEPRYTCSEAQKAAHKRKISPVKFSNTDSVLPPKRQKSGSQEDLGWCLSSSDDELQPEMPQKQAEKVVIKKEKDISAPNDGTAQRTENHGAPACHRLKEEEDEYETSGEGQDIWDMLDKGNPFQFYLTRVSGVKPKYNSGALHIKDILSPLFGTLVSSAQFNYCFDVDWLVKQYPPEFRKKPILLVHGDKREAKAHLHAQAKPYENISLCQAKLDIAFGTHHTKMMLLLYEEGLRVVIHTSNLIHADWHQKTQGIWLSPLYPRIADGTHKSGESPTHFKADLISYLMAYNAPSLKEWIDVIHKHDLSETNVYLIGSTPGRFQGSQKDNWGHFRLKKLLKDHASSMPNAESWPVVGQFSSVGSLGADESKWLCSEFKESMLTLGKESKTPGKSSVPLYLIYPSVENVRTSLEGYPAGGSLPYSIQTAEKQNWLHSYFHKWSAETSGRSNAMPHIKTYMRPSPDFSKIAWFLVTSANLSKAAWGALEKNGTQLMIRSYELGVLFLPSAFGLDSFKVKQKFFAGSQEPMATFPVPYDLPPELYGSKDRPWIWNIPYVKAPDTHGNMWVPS
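Signal: AlphaScreen proximity between streptavidin donor and anti-FITC acceptor beads on intact substrate. Reaction: Tdp1 1 nM, substrate 15 nM final, 5 min RT after 15 min compound preincubation.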
* = called active by the depositor; ? = inconclusive; . = no result given; & = joins results of further samples; [ ] = remark or other dose. Calls follow the shape of the dose curve; as a rule, active = well fitted curve in the direction sought with a large enough effect; inconclusive = small, poorly fitted or top-dose-only effect, or another doubt; inactive = no such curve, though single readings can be large; an effect the other way counts as inactive or inconclusive. Unless noted, % is scaled to controls: 0 for no effect and ±100 for the full control effect; potency is read from the fitted curve at half-maximal effect. A portion of the library; rates above refer to the full screens.

The line under a structure holds: N370S GC mod, DT40 TDP1 no CPT, TDP1 inh
CSc1ccccc1C(=O)Nc1nc2ccccc2c(=O)[nH]1
 : 3%, -21%, 0%
CCCc1c(C(=O)O)cnn1-c1ccc(Cl)cc1
 : 3%, -21%, 1%
COC(=O)c1c(/N=C/N(C)C)sc2c1CCN(c1ncc(C(F)(F)F)cc1Cl)C2
 : ?, ?, -3%
Cc1sc2nc(CN3CCCCC3)nc(Nc3ccc4c(c3)OCCO4)c2c1C
 : -2%, 2%, 6%
COc1ccc(CCNC(=O)/C=C/c2ccc(OC)c(S(=O)(=O)N3CCOCC3)c2)cc1
 : 2%, 5.8µM*, 1%
Cc1nc2sc(-c3ccccc3)nn2c(=O)c1Br
 : -1%, ?, 3%
CC(=O)Nc1cccc(Oc2ccc([N+](=O)[O-])cc2Cl)c1
 : -1%, ?, -3%
CC1CCN(S(=O)(=O)c2ccc(Oc3ccc([N+](=O)[O-])cc3)cc2)CC1
 : -12%, 16µM*, 1%
CC(C)CN=c1cc(-c2ccccc2)oc2ccc(Cl)cc12
 : -19%, ?, 3%
O=C(Cn1cnc2ccccc2c1=O)N1CCOCC1
 : -3%, -30%, .
COc1cccc(Nc2nc(N)nc(CCl)n2)c1
 : -3%, ?, 7%
Cc1ccc(CNS(=O)(=O)NCc2ccccc2F)cc1
 : -5%, -26%, 1%
Nc1sc2c([n+]1CCCS(=O)(=O)[O-])CCCC2
 : 4%, -12%, 5%
Cc1ccccc1S(=O)(=O)Cc1ccc(C(=O)NCCCN2CCCC(C)C2)o1 (stereo not given)
 : -5%, 33%[activator], 3%
CN(Cc1ccccc1)C1CC(=O)N(c2ccc(C(=O)O)cc2)C1=O (stereo not given)
 : -10%, -7%, -1%
CCCCOc1ccccc1C(=O)NCCCCCC(=O)O
 : 13%, -8%, 6%
O=C(CN(C(=O)CCC(=O)Nc1nccs1)c1cccc(F)c1)NCC1CCCO1 (stereo not given)
 : 4%, 5%, 3%
Cc1cc(NC(=O)CN2CCCCCCC2)no1
 : -23%[2.35 µM], 1%, -4%
CC1(c2nnc(Cc3ccccc3)o2)CC(c2cccc([N+](=O)[O-])c2)=NO1 (stereo not given)
 : 2%, -25%, .
C#CCOCCOCCOCCNc1nc(N2CCN(C(=O)[C@H]([C@@H](C)O)n3cc(CCCCN)nn3)CC2)nc(N2CCN(C(=O)[C@H](CCCCN)n3cc(CCC(=O)O)nn3)CC2)n1
 : 6%, -8%, -2%
CCOc1ccccc1C(=O)Nc1ccc(S(=O)(=O)Nc2cc(OC)nc(OC)n2)cc1
 : -5%, 2%, 4%
CC(C)(C)OC(=O)N1CCCN(C(=O)Nc2ccccc2)CC1
 : 3%, -13%, -4%
COc1cc(C(=O)Nc2cccc(C)c2C)ccc1OCC(=O)N1CCOCC1
 : ., 0%, 0%
Cc1ccc(CNC(=O)COC(=O)c2nc(-c3ccccc3)oc2C)cc1
 : ., -24%, -3%
Cc1ccccc1NC(=O)CSc1cn(CC(=O)N(C(C)C)C(C)C)c2ccccc12
 : ., 15µM*, 8%
O=[N+]([O-])c1ccc(Cl)c(S(=O)(=O)NCC2CCCO2)c1 (stereo not given)
 : -23%, -4%, 4%
O=C(Nc1ccc(Cl)cc1)OCc1ccccn1
 : -14%, ?, 3%[56.1 µM]
CC(Sc1nnc(Cc2ccccc2)o1)C(=O)NC1(C#N)CCCCC1 (stereo not given)
 : ., -30%, -2%
Cc1cc(C(F)(F)F)nn1CC(=O)Nc1ccc2c(c1)OCO2
 : -2%, 14%, 2%
COCC(=O)Nc1ccc(N2CCN(c3ccccc3)CC2)c(F)c1
 : -4%, 16%, .
COc1ccc(COC(=O)N/N=C2/C[C@@H](O)[C@@H](O)[C@@H]3[C@@H]4C(=O)N([C@@H](C)c5ccccc5)C(=O)[C@H]4CC[C@H]23)cc1
 : 21%[12.8 µM], ., 6%[21 µM]
Cc1ccc(N2CCN(c3cc(C)nc4c(-c5ccc(Cl)cc5)c(C)nn34)CC2C)cc1 (stereo not given)
 : ., 0%, -4%
COc1ccc(C(=O)Nc2cnc3sc(C)nn3c2=O)cc1
 : -26%, -15%, -2%
COc1ccccc1/C=N/Nc1nncc2ccccc12
 : 8%, ?, -3%
NC(=O)N/N=C/c1c(O)ccc2oc3c(c12)CCCC3
 : 7%, ?, 9%
Cc1ccc(S(=O)(=O)Oc2ccc(/C=N/NC(=O)c3nn(C)cc3Cl)cc2)cc1
 : 4%, -9%, 2%
Cc1ccccc1CNC(=O)c1ccc2nc(C(C)C)oc2c1
 : ., -22%, 4%
CCOC(=O)C1CCN(S(=O)(=O)C(F)(F)c2nc3ccccc3s2)CC1
 : -13%, ?, -4%
Cc1ccc(Nc2nc(/N=C/NO)n[nH]2)cc1C
 : -6%, 2%, 1%
Cc1ccc(C(=O)n2nc(C#N)c(C#N)c2N)cc1
 : -5%, 2%, -4%
CCN1C(=S)N[C@@H](CCc2ccccc2)C(C(=O)OC)=C1C
 : -8%&0%, ?, .
COc1ccc(C(=O)NCCc2nnc3ccc(SCC(=O)NCc4ccc(F)cc4)nn23)cc1
 : 4%, -2%, -9%
C=CCN(c1nc(C)cc(OC)n1)S(=O)(=O)c1ccc(C)cc1
 : -8%, -28%, -9%
COC(=O)c1cc(C)nc2c1c(=O)nc(SCc1ccccc1Cl)n2C1CC1
 : ., -6%, 3%
O=C(NCCCN=C1NS(=O)(=O)c2ccccc21)c1ccco1
 : 5%, -10%, -4%
CCOC(=O)C1(CCOc2ccccc2)CCN(Cc2ccc(CO)o2)CC1
 : -3%, 2.3µM*, -6%
Cc1ccc(NC(=O)c2ccc(N3CCCC3=O)cc2)cc1S(=O)(=O)N1CCCCC1
 : ., -29%, -12%
Cc1cc(C)c(NC(=O)COc2nncc3ccccc23)c(C)c1
 : -12%, 5%, 3%
COc1c(C)cc(Br)cc1C(=O)O
 : -1%, 0%, -2%
Cc1c(C#N)c(O)n(C)c(=O)c1N=Nc1ccc(S(N)(=O)=O)cc1
 : -13%, 13µM*, 4%
CCOC(=O)c1cc(-c2ccc(OC)c(S(=O)(=O)NCc3ccccc3Cl)c2)on1
 : ., -25%, -3%
CCOC(=O)C1CCN(C(=O)CN(Cc2ccccc2)S(C)(=O)=O)CC1
 : 1%, -5%, 1%
O=C(CCSCCc1ccccn1)Nc1c(F)c(F)c(F)c(F)c1F
 : -12%, ?, 1%
CCOC(=O)Cn1cnc2c(C#N)c3n(c2c1=O)CCCCC3
 : 8%, -17%, 2%
O=C(NCCC1=CCCCC1)c1ccc(Cl)c(S(=O)(=O)N2CCCCC2)c1
 : -3%, 23µM*, -2%
COc1ccc(CCNC(=O)CCCc2nnc3n(C)c(=O)c4sccc4n23)cc1OC
 : 2%, -6%, 8%
O=C(N/N=C/c1cc(Cl)ccc1O)c1ccccc1Br
 : -2%, 6.5µM*, 3%
CCn1ncc(/C=C/C(=O)c2ccccc2)c1C
 : 27%, ?, -8%
CC1(C)CC(=O)C=C(N2CCCC2)C1
 : -8%, -2%, 2%
COC(=O)c1cc(C(=O)NCCC(C)C)cc([N+](=O)[O-])c1
 : -14%, 9%, -1%

An excerpt from above in order of SMILES length, ascending.
The line under a structure holds: N370S GC mod, DT40 TDP1 no CPT, TDP1 inh
COc1ccccc1/C=N/Nc1nncc2ccccc12
 : 8%, ?, -3%
Cc1cc(C)c(NC(=O)COc2nncc3ccccc23)c(C)c1
 : -12%, 5%, 3%
CCOC(=O)C1(CCOc2ccccc2)CCN(Cc2ccc(CO)o2)CC1
 : -3%, 2.3µM*, -6%
COc1ccc(C(=O)NCCc2nnc3ccc(SCC(=O)NCc4ccc(F)cc4)nn23)cc1
 : 4%, -2%, -9%

Returning to the listing with the 2 entries that preceded the break.
The line under a structure holds: N370S GC mod, DT40 TDP1 no CPT, TDP1 inh
CC1(C)CC(=O)C=C(N2CCCC2)C1
 : -8%, -2%, 2%
COC(=O)c1cc(C(=O)NCCC(C)C)cc([N+](=O)[O-])c1
 : -14%, 9%, -1%
CC1(C)CC(CCNC(=O)c2ccco2)CC(C)(C)N1
 : 6%, 2%, -2%
CCOC(=O)C1Oc2ccccc2C(c2ccc(OC)cc2)=C1C(=O)OC (stereo not given)
 : 7%[89.1 µM], -21%, -5%[56.1 µM]
Cc1ccc2cc(CN(CC(C)C)S(=O)(=O)c3ccccc3)c(=O)[nH]c2c1
 : ?, ?, -2%
COc1ccc(C(=O)NCCN2CCCC2)cc1OC
 : 6%, 0%, 3%
Cc1nc2scc(C)n2c(=O)c1S(=O)(=O)NCCc1ccc(Cl)cc1
 : 4%, -22%, 7%
CCOC(=O)c1c(C)[nH]c(CCC(=O)NCc2ccccc2C)c1C
 : ., 13µM*, 8%
COc1ccc2nc3c(nc2c1)CCCC3
 : 23%, 1%, .
CCCOc1ccc(C(C)(O)CN2CCOCC2)cc1 (stereo not given)
 : -5%, -21%, 7%
CC1CCC2C(=O)OC(CO)CN2C1c1ccc(Br)cc1 (stereo not given)
 : -13%[12.8 µM], ., 10%[21 µM]
O=C(NCCc1ccc(Cl)cc1)C1CCC(=O)N(C2CCCCCC2)C1 (stereo not given)
 : -2%, ?, 3%
Cc1cc(OCC(=O)Nc2ccc(N3CCN(C)CC3)cc2)ccc1Cl
 : -11%, -26%, 6%[56.1 µM]
Cc1ccc([N+](=O)[O-])cc1NC(=O)C[n+]1ccccc1
 : -7%, 7%, -3%
COC(=O)c1ccc(OCCCCN2CC(C)OC(C)C2)cc1 (stereo not given)
 : -10%, ?, 5%
O=C(NCc1ccc2c(c1)OCO2)C1CCCN1S(=O)(=O)c1ccc(Cl)cc1 (stereo not given)
 : -8%, ?, 4%
CC1CCN(C(=O)CN2C(=O)NC3(CCC(C)CC3)C2=O)CC1 (stereo not given)
 : ., -7%, 0%
CCOC(=O)CNC(=O)CSc1nc2c(C)cccc2cc1CC
 : 12%, ?, 3%
COc1ccccc1NC(=O)/C=C/c1ccc2c(c1)OCO2
 : 1%, ?, 3%
Cc1ccc(NC(=O)C2CCCN(c3ncnc4c3nc3n4CCCCC3)C2)c(Br)c1 (stereo not given)
 : ., 4.1µM*, -6%
COc1ccc(CCNC(=O)CCCCn2c(=O)c3ccccc3n(Cc3cc(C)ccc3C)c2=O)cc1OC
 : ., 8%, 4%
CC(C)Nc1nc(Oc2cccc(Cl)c2Cl)cc(C(F)(F)F)n1
 : 4%, ?, -12%
Cc1ccc(-n2nc3c(c2NC(=O)c2ccc(S(=O)(=O)N4CCOCC4)cc2)CSC3)c(C)c1
 : 1%, -7%, -4%
CCN1C(=O)[C@H]2[C@@H](c3ccc(-c4ccc5c(c4)OCO5)cc3)N3CCC[C@@]3(C(=O)OC)[C@H]2C1=O
 : -8%, 12µM*, 6%
Cc1ccc(OCC(=O)NCc2ccccc2)c([N+](=O)[O-])n1
 : 3%, -20%, 3%
Nc1nc(SCC(=O)N2CCCC2)[nH]c(=O)c1-c1ccccc1
 : -16%, 26µM*, 0%
CCOC(=O)C(CCCCCCP(=O)(c1ccccc1)c1ccccc1)NC(C)=O (stereo not given)
 : 4%, -24%, .
NC(=O)c1ccc(Br)c(S(=O)(=O)N2CCCCC2)c1
 : -4%, 1%, 5%
N#Cc1c(-c2ccccc2)cc(C2CC2)nc1N
 : 0%[2.35 µM], -27%, -7%
Cc1cc(C(F)(F)F)n2nc(-c3cnn(C)c3C(F)(F)F)cc2n1
 : 9%, -18%, 4%
Nc1ccc2oc(-c3cccs3)nc2c1
 : 1%, -18%, 2%
CC(NC(=O)CN1C(=O)COc2ccccc21)c1ccccc1 (stereo not given)
 : 3%, -13%, 6%
CCc1cccc(C)c1NC(=O)CN1C(=O)NC(CCc2ccccc2)C1=O (stereo not given)
 : ., 2%, -2%
COc1cccc(C(=O)CSc2nnc(COc3cccc4cccnc34)o2)c1
 : 17%, 4.1µM*, 10%
O=C(Cc1ccc(Cl)cc1)N1CCN(c2ccc(F)cc2)CC1
 : -1%, ?, .
CCOCCCNC(=O)c1ccc(-n2c(-c3ccccc3)cc3c2CCCC3)cc1
 : ., 8.2µM*, 6%
Cc1cc(NC(=O)C(C)SCC(=O)Nc2nc3c(F)cc(F)cc3s2)no1 (stereo not given)
 : ., ?, -4%
CCOC(=O)N1CCN(c2c(N3CCc4ccccc4C3)c(=O)c2=O)CC1
 : 1%, -20%, -4%
CCCCN(C(=O)CSc1nnc(-c2ccccc2OC)n1C)c1c(N)n(Cc2ccccc2)c(=O)[nH]c1=O
 : -11%, -9%, 3%
O=c1cc(-c2ccc(O)c(O)c2)oc2cc(O)c(C3OC(CO)C(O)C(O)C3O)c(O)c12 (stereo not given)
 : -21%, -11%, -1%
